Rpn11 block: inhibitors of human proteasome Rpn11; human 26S proteasome, Ub4-pepOG fluorescence polarization; 20S core pre-blocked with epoxomicin; calls only at 20 µM; hit rate 0.59% among 360,000; AID 588493;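 active = inhibition at 20 µM, scaled to each plate's controls, above about 33%, limit read from the data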
Target sequence (O00487 whole entry, looked up): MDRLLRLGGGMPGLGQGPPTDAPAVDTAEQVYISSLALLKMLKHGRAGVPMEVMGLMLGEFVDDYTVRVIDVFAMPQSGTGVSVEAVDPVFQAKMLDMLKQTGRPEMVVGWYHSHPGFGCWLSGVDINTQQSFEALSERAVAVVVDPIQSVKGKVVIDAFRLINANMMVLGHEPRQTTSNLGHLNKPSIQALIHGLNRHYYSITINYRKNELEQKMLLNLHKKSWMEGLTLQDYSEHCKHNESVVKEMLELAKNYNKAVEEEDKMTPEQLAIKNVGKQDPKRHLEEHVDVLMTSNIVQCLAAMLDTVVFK
STEP inh: inhibitors of human striatal-enriched phosphatase STEP | AID 588621 | inhibition, % at 20 µM | hit rate 0.25% among 360,000 | P54829 | recombinant STEP, OMFP fluorogenic substrate, fluorescence;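 active = inhibition at 20 µM, scaled per plate between control wells, above about 37%, limit read from the data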;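 also: 0% = DMSO with enzyme and substrate and 100% = substrate only without enzyme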
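System: STEP phosphatase, cell-free reaction; Buffer or medium: Bis-Tris pH 6.0 buffer with DTT, detergent; Incubation: 20 min at room temperature, dark; Measured by: fluorescence, 480/540 nm.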
Neddylation inh: inhibitors of human cullin neddylation; hit rate 0.58% among 360,000; P61081+Q13564; TR-FRET cullin neddylation, biochemical; calls only at 25 µM; in the data active = inhibition above about 36%
Target sequence (P61081 whole entry, looked up): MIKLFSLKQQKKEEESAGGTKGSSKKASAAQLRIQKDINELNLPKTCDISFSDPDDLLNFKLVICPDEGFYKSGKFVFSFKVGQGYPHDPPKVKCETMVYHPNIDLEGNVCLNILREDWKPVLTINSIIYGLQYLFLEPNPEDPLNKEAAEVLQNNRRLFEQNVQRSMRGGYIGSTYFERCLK
Target sequence (Q13564 whole entry, looked up): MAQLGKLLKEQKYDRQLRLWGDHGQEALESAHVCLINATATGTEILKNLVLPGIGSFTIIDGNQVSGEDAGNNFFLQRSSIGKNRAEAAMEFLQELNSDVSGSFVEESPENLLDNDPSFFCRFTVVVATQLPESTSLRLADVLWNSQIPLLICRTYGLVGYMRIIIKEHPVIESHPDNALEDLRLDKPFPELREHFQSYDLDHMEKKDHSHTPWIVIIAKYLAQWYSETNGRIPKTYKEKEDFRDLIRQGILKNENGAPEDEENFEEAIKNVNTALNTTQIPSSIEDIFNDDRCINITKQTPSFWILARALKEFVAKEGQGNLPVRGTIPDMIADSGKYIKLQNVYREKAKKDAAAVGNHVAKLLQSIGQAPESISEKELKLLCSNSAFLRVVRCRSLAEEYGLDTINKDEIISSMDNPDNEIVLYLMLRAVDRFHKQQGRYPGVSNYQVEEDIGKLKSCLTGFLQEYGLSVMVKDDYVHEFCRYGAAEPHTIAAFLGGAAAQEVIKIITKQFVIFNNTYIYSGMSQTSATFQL
Scp1 inh: inhibitors of human Scp-1 phosphatase | Q9GZU7 | Recombinant Scp1, phosphopeptide, malachite green phosphate absorbance | inhibition, % at 20 µM | hit rate 0.88% among 340,000 | AID 493091;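 active = inhibition above about 50% at 20 µM, limit read from the data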;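 also: plate controls were DMSO wells with enzyme for no effect and wells lacking enzyme for full effect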
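System: truncated SCP-1 phosphatase (76-261aa); medium: Tris acetate buffer pH 5.5 with MgCl2 and Tween-20; incubation: 45 min room-temperature reaction, 5 min colour, 30 min stabiliser; compound: single 20 µM dose, 1% DMSO; reagent: Phosphorylated 17-residue peptide substrate; read-out: % inhibition at 20 µM; technique: colorimetric free-phosphate detection, absorbance 630 nm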
CSN deneddyl inh: blocks human CSN-mediated cullin deneddylation | hit rate 0.38% among 360,000 | inhibition, % at 12.5 µM | Q92905 | Purified CSN, SCF-Nedd8-OG deneddylation, fluorescence polarization;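 active = pattern-corrected inhibition above about 35%, with an unprinted fluorescence ratio check between 0.5 and 1.5, limit read from the data, passing the limit was not always enough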;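 also: 0% = enzyme with substrate and 100% = substrate without enzyme; some results filed as inactive read as strong as hits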
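Assay system: purified human Csn5 enzyme expressed in HEK293T cells; measure: % inhibition; also added: SCFSkp2-Nedd8OG substrate at 10 nM final; technique: fluorescence polarization; times: reaction 90 min, room temperature; medium: Tris buffer pH 7.5, NaCl, DTT, Tween-20, trehalose, ovalbumin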
SUMO1 PPI mod: SUMO1-SIM interaction modulation; P63165; SUMO1 binding to a labelled peptide, TR-FRET, 1 h; inhibition, % at 20 µM; hit rate 0.33% among 360,000; in the data active = inhibition above about 37%
LMPTP inh: blocks human LMPTP phosphatase. P24666. recombinant LMPTP-A, OMFP fluorogenic substrate, fluorescence intensity. inhibition, % at 20 µM. hit rate 0.22% among 360,000. AID 651560;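 active = compounds that cut the enzyme signal by at least half of the control window in the single-dose screen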;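 also: plate controls were DMSO wells with enzyme plus substrate for no effect and substrate without enzyme for full effect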
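test system = LMPTP-A | amount = 0.625 nM LMPTP-A final | reagent = fluorogenic phosphatase substrate OMFP at 400 µM final | incubation = 50 min at room temperature | benchmarks = no-enzyme low control, uninhibited high control | medium = Bis-Tris pH 6.0, DTT, detergent | signal = fluorescence intensity of OMFP turnover product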
Rin1 Abl inh: blocks binding of human Rin1 to Abl. TR-FRET Rin1/Abl binding, biochemical. hit rate 0.4% among 360,000. inhibition, % at 7.35 µM; in the data active = inhibition above about 5%, passing the limit was not always enough
DNMT1 inh: blocks human DNA methyltransferase DNMT1. AID 588458. inhibition (reported as % activation of signal), % at 10 µM. DNMT1 molecular beacon, Hinp1I cleavage, fluorescence. hit rate 0.83% among 360,000. P26358; in the data active = inhibition above about 50%
NadD inh: blocks S. aureus nicotinate mononucleotide adenylyltransferase | purified NadD enzyme, colorimetric absorbance read-out | inhibition, % at 20 µM | hit rate 0.78% among 360,000; in the data active = inhibition above about 26%; also: some compounds past the cut are filed as inactive
* = called active by the depositor; i = inactive; . = no result given.

Rpn11 block	STEP inh	Neddylation inh	Scp1 inh	CSN deneddyl inh	SUMO1 PPI mod	LMPTP inh	Rin1 Abl inh	DNMT1 inh	NadD inh	Molecule
i	-3	i	-4	-1	-17	-1.3	-1	6	-3	Cc1ccc(-c2noc(N=O)c2NO)cc1
i	-2	.	-6	1	-22	0.1	-4	-2	-2	COc1ccc2oc(=O)c(C(=O)NCC3CCCO3)cc2c1 (stereo not drawn)
i	3	i	-11	-6	-9	-0.2	-2	8	-1	CC1CCN(C(=S)c2cccc([N+](=O)[O-])c2)CC1
i	0	i	-10	-5	0	1.1	0	0	-8	COc1ccc(OC)c(-c2nn(-c3ccccc3)cc2C(=O)NCC(c2ccco2)N2CCCC2)c1 (stereo not drawn)
i	0	i	85*	3	-9	2.2	0	-20	15	N#CC1(NC(=O)COC(=O)c2cc(O)c3ccccc3c2O)CCCCC1
i	-1	i	-5	-2	6	-1.5	1	1	-4	COC(=O)CCC(=O)NC1CC(C)(C)Cc2c1cnn2-c1ccc(F)cc1 (stereo not drawn)
.	.	i	.	-9	6	-1.0	.	.	0	O=C(C1=NOC2(C1)C(=O)Nc1ccccc12)N1CCCCC1 (stereo not drawn)
i	4	i	0	5	2	-2.3	-1	1	-3	COc1cccc(C(=O)CSc2nnc(-c3ccco3)n2CC2CCCO2)c1 (stereo not drawn)
i	-2	i	-11	-1	-1	-1.1	0	0	-2	COc1ccccc1CNS(=O)(=O)c1c(C)nc2sccn2c1=O
i	1	i	-7	3	3	-1.3	2	-2	-4	CN(C)c1ccc(C2Nc3ccccc3C(=O)N2CCN2CCNC2=O)cc1 (stereo not drawn)
i	-1	i	0	0	1	0.6	-1	-1	-3	Cc1c(C(=O)N(C)c2ccccc2Cl)cnn1-c1ccccc1
i	2	i	0	-14	-1	15	2	58*	25	COc1ccc2nc(NC(=O)c3cccc(-c4cc5ccccc5oc4=O)c3)sc2c1
i	-3	i	-6	0	-15	-1.6	-5	1	5	CCCc1c(C(=O)N/N=C/c2cccnc2)nnn1-c1nonc1N
i	4	i	0	-7	1	-1.5	0	1	-7	Cc1ccc(CNC(=O)COC(=O)[C@@H]2CC(O)CN2S(=O)(=O)c2ccc3c(c2)OCCO3)cc1 (stereo partly drawn)
i	0	i	-7	-1	-22	-1.6	-1	-16	-3	CC(C)C1=CC(=NS(=O)(=O)c2cccc([N+](=O)[O-])c2)C=C(C(C)C)C1=O
i	-1	i	2	-1	0	-0.3	1	-2	6	CCCCNc1c(C(=O)OCC)c(=O)[nH]c2ccccc12
i	4	i	-9	-4	3	7.8	2	4	1	CC(O)CNc1nc2ccccc2n1CC(=O)N1CCN(Cc2ccccc2)CC1 (stereo not drawn)
i	-1	i	.	0	-10	-0.8	-6	-5	4	CNc1cncc(-c2cc(C)c(O)c(C)c2)n1
i	-3	i	-14	1	6	0.5	4	-2	-3	COC(=O)Cc1ccc(OC(=O)C2CCN(S(=O)(=O)c3ccc(OC)c(OC)c3)CC2)cc1
i	-2	i	-6	-1	0	7.7	2	40	3	CC(=O)Nc1ccc(OCc2ccc(S(=O)(=O)Cc3ccccc3)cc2)cc1
i	0	i	-1	-1	-8	0.4	3	-1	-4	N#C/C(=C/c1cccc(O)c1)C(=O)NCc1ccc(Cl)cc1
i	-2	i	-19	3	-2	2.4	-4	1	-8	O=[N+]([O-])CC(c1ccc(F)cc1)c1c[nH]c2ccccc12 (stereo not drawn)
i	-1	i	-10	-6	0	-1.2	4	-1	-1	Cc1csc2c(N(C)CCO)ncnc12
i	8	i	1	0	-2	0.6	3	1	7	Fc1ccc(NC(=S)Nc2cc(-c3ccccc3)[nH]n2)cc1Cl
i	-1	i	.	-1	-3	0.6	-2	2	-8	CC(C)N1CC(C(=O)Nc2ccc(Cl)cc2Cl)CC1=O (stereo not drawn)
i	1	i	81*	24	12	7.7	-1	-5	39*	CCOC(=O)c1cc(-c2ccc(/C=C3/C(=O)NC(=O)C(C#N)=C3C)o2)ccc1Cl
i	1	i	-7	-5	-1	-0.3	-3	1	-2	O=C(CSc1nc2ccccc2[nH]1)N1CCN(c2ccccc2)CC1
i	1	.	6	-2	-3	0.9	-3	1	-4	CC1=C(C(=O)OCC2CCCO2)C(c2ccncc2)C2=C(CCCC2=O)N1 (stereo not drawn)
i	2	i	-9	3	0	0.7	-2	1	1	CCOC(=O)N1CCC(NC(=O)C2CCCN2C(=O)OCc2ccccc2)CC1 (stereo not drawn)
i	-1	i	-4	-3	0	-0.7	0	1	-5	CCOC(=O)CN1C(=O)C(=O)N(Cc2c(C)cc(C)cc2C)C1=O
i	1	i	-6	5	5	-0.7	-1	10	-1	COc1ccc(C(=O)c2c[nH]c(C(=O)NCC3CCCO3)c2)cc1 (stereo not drawn)
i	-1	i	-3	0	1	-7.3	3	13	-2	CSCC[C@H](N)C(=O)N1CCC(C(=O)N[C@H](C)C(=O)Nc2ccc(C(C)C)cc2)CC1
i	0	.	-3	4	26	1.4	-1	-3	3	O=C(O)c1ccccc1-c1ccccc1C(=O)Nc1ccc(-c2nc3cc(Cl)ccc3o2)cc1
i	-1	i	-4	1	-1	-0.1	-2	-1	-5	CCOC(CNC(=O)c1ccc2nc(N3CCC(C)CC3)sc2c1)OCC
i	-2	i	1	3	-11	-1.3	1	-2	-4	O=C(c1ccc(Cl)c([N+](=O)[O-])c1)N(Cc1ccco1)C1CCS(=O)(=O)C1 (stereo not drawn)
i	1	i	-7	0	1	-0.8	-3	1	-6	CSc1ccccc1C(=O)Nc1cccc(C(C)O)c1 (stereo not drawn)

13 entries already listed, sorted by number of heavy atoms, rising.
Rpn11 block	STEP inh	Neddylation inh	Scp1 inh	CSN deneddyl inh	SUMO1 PPI mod	LMPTP inh	Rin1 Abl inh	DNMT1 inh	NadD inh	Molecule
i	-1	i	-10	-6	0	-1.2	4	-1	-1	Cc1csc2c(N(C)CCO)ncnc12
i	1	i	-7	0	1	-0.8	-3	1	-6	CSc1ccccc1C(=O)Nc1cccc(C(C)O)c1 (stereo not drawn)
i	-2	i	-19	3	-2	2.4	-4	1	-8	O=[N+]([O-])CC(c1ccc(F)cc1)c1c[nH]c2ccccc12 (stereo not drawn)
i	0	i	-1	-1	-8	0.4	3	-1	-4	N#C/C(=C/c1cccc(O)c1)C(=O)NCc1ccc(Cl)cc1
i	8	i	1	0	-2	0.6	3	1	7	Fc1ccc(NC(=S)Nc2cc(-c3ccccc3)[nH]n2)cc1Cl
i	1	i	-6	5	5	-0.7	-1	10	-1	COc1ccc(C(=O)c2c[nH]c(C(=O)NCC3CCCO3)c2)cc1 (stereo not drawn)
i	1	i	-7	-5	-1	-0.3	-3	1	-2	O=C(CSc1nc2ccccc2[nH]1)N1CCN(c2ccccc2)CC1
i	-2	i	1	3	-11	-1.3	1	-2	-4	O=C(c1ccc(Cl)c([N+](=O)[O-])c1)N(Cc1ccco1)C1CCS(=O)(=O)C1 (stereo not drawn)
i	1	.	6	-2	-3	0.9	-3	1	-4	CC1=C(C(=O)OCC2CCCO2)C(c2ccncc2)C2=C(CCCC2=O)N1 (stereo not drawn)
i	-2	i	-6	-1	0	7.7	2	40	3	CC(=O)Nc1ccc(OCc2ccc(S(=O)(=O)Cc3ccccc3)cc2)cc1
i	1	i	81*	24	12	7.7	-1	-5	39*	CCOC(=O)c1cc(-c2ccc(/C=C3/C(=O)NC(=O)C(C#N)=C3C)o2)ccc1Cl
i	-1	i	-3	0	1	-7.3	3	13	-2	CSCC[C@H](N)C(=O)N1CCC(C(=O)N[C@H](C)C(=O)Nc2ccc(C(C)C)cc2)CC1
i	0	.	-3	4	26	1.4	-1	-3	3	O=C(O)c1ccccc1-c1ccccc1C(=O)Nc1ccc(-c2nc3cc(Cl)ccc3o2)cc1

Other records follow.
Rpn11 block	STEP inh	Neddylation inh	Scp1 inh	CSN deneddyl inh	SUMO1 PPI mod	LMPTP inh	Rin1 Abl inh	DNMT1 inh	NadD inh	Molecule
i	-1	i	0	2	2	-1.0	0	-1	-1	COc1cc(CCCN2C(N)=NC[C@@H]2Cc2ccc(O)cc2)cc(OC)c1OC
i	-2	i	-8	-5	-9	0.0	-5	4	-4	CCOC(=O)C(=O)N=Nc1c(O)n(C)c2ccccc12
i	2	i	15	0	-10	-0.4	-2	-1	-2	CCCNC(=O)COC(=O)/C(C#N)=C/c1cc(C)n(CCC)c1C
i	1	i	9	6	0	10	1	18	20	Cc1cc(C2=NNC(=NCCc3ccccc3)SC2)c(C)n1-c1c(C)n(C)n(-c2ccccc2)c1=O
i	2	i	-11	3	2	-0.2	-5	-1	-6	COc1ccc(-c2nnn(CC(=O)c3ccccc3)n2)cc1OC
i	0	i	-8	1	3	0.5	0	-2	-1	CCOC(=O)N1CCN(Cc2ccc(OCC(O)CN3CCCCC3)cc2)CC1 (stereo not drawn)
i	4	i	-4	-5	1	-0.5	1	3	-5	CC(C)c1nnc(NC(=O)COc2ccc3c(c2)OCO3)s1
i	3	i	-9	-3	5	0.4	5	1	-5	COc1ccccc1CNC(=O)c1ccc(NC2=NC3CS(=O)(=O)CC3S2)cc1 (stereo not drawn)
i	2	i	-7	-3	-4	3.2	-7	-6	-8	COc1ccc(CNC(=O)CN(Cc2ccccc2)S(=O)(=O)c2ccc(Cl)cc2)cc1
i	-2	i	.	4	0	1.6	-1	-8	-12	CC(C)CCOc1ccc(C(=O)Nc2cc(S(=O)(=O)N3CCOCC3)ccc2N2CCOCC2)cc1
i	1	.	-2	-2	3	-0.4	4	0	0	CCOC(=O)N1CCN(C(=O)Cn2nc(C)n3nc(-c4ccc(OC)cc4)cc3c2=O)CC1
i	2	i	-9	-2	-3	0.6	4	-1	3	O=C(CCNC(=O)c1ccc(Br)cc1)Nc1ccccc1N1CCCC1
i	2	i	5	2	1	0.2	-1	7	0	CCn1c(SCc2cc(=O)n3ccsc3n2)nc2ccccc21
i	2	i	-8	-7	1	-1.1	3	0	-6	Cc1cccc(C)c1NC(=S)N(Cc1cccnc1)Cc1ccccc1Cl
i	1	i	-5	-3	2	-1.4	-2	-11	3	COc1ccc(OC)c(NC(=O)CCN2CCC(C)CC2)c1
i	0	i	-5	-13	1	-1.3	-2	4	-1	CC(C)CCNC(=O)CCSCCC(=O)NCCC(C)C
i	-1	i	-5	-5	0	-1.0	2	-2	-5	CCCNc1c(NC(=O)COc2ccc(Cl)cc2)c(=O)oc2ccccc12
i	-1	i	-4	-3	5	-4.0	-1	-1	-8	COc1ccc(CCC(C)NCc2ccc(C(F)(F)F)cc2)cc1 (stereo not drawn)
.	.	i	.	-3	4	6.2	.	.	16	Cc1cccc(C)c1-n1nnnc1C(c1ccnc2ccccc12)N1CCN(C(=O)OCc2ccccc2)CC1 (stereo not drawn)

From PubChem
